RSV antiviral HEp-2 – RSV antiviral activity via CPE protection, HEp-2 cells, primary 10 µM value included (AID 2391). HEp-2 cells, RSV-induced CPE inhibition; higher % means a stronger effect. CPE inhibition, % at 10 µM; hits with a dose series show IC50 in µM. hit rate 0.13% among 310,000; in the data active means a potency from the dose series; inconclusive means CPE inhibition mostly from about 23% at the one dose, without a potency; inactive means the rest, 99 in 100 with CPE inhibition below about 21%; further: strong numbers were not always called active
AID2073 – inhibitors of Mint1-CaV2.2 protein interaction, biochemical, HTRF (AID 2073). Voltage-dependent N-type calcium channel subunit alpha-1B (Homo sapiens). HTRF protein-protein interaction, Mint1-CaV2.2; higher % means a stronger effect. one-dose inhibition, % at 20 µM; IC50 in µM for titrated hits. hit rate 0.19% among 290,000; in the data active means inhibition mostly above about 51%, no sharp cut-off; inconclusive means no clear call, values can overlap the other calls; inactive means mostly below about 53%; further: some results filed as inactive read as strong as hits
Autophagy HCS – autophagy modulators in MEF cells, primary screen, imaging, high-content, MEF GFP-LC3; MEF GFP-LC3 puncta imaging; test concentration mostly 10 µM; calls only at 10 µM (by protocol); hit rate 0.98% among 190,000; AID 463193, 2010;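 active means percentage of spot-positive cells more than 3 SD above its plate mean, without a fluorescence outlier flag or 80% toxicity; inconclusive means no clear call, values can overlap the other calls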;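 further: spot-positive cell cutoff set from DMSO-treated cells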
GPR35 antagonists – GPR35 antagonists blocking zaprinast-driven arrestin recruitment, primary screen, imaging, U2OS, beta-arrestin-GFP, zaprinast agonist (AID 2058). G-protein coupled receptor 35 (Homo sapiens). U2OS GPR35 beta-arrestin-GFP translocation imaging, zaprinast antagonism; higher % means a stronger effect. inhibition, % at 10 µM, or IC50 in µM where a hit was titrated. hit rate 0.052% among 290,000;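 active means inhibition of at least 50% with at least 30 cells and total cytoplasm GFP at most 10,000,000; inconclusive means under 30 cells or total GFP of 10,000,000 plus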
NS5 inhibitors – Dengue-2 NS5 methyltransferase inhibitors, primary screen, biochemical, confirmation dose response (AID 588689) | Genome polyprotein (Dengue virus type 2 (strain 16681-PDK53)) | Dengue-2 NS5 methyltransferase capping enzyme assay, biochemical; higher % means a stronger effect | inhibition, % at 25 µM, or IC50 in µM where a hit was titrated | hit rate 0.3% among 340,000; in the data active means a potency from the dose series; inconclusive means inhibition above about 29% without an active follow-up result
LYP inhibition – inhibitors of LYP phosphatase, biochemical, fluorescence intensity, uHTS (AID 1779). recombinant LYP phosphatase, fluorescence intensity; higher % means a stronger effect. hit rate 0.054% among 290,000. one-dose inhibition, % at 11.5 µM; IC50 in µM for titrated hits. Tyrosine-protein phosphatase non-receptor type 22 (Homo sapiens); in the data active means inhibition above about 50%;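 further: plate controls were vehicle with enzyme for no effect and no enzyme for full effect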
NTR1 agonist – agonists of NTR1, primary screen, imaging, U2OS cells, beta-arrestin-GFP, high content (AID 493036) | NTR1-U2OS beta-arrestin-GFP spot imaging, agonist mode | activation, % at 20 µM | hit rate 0.17% among 330,000;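 active means activation at or above 40% of the spot to cytoplasm intensity ratio, with at least 20 cells analyzed; inconclusive means wells under 20 cells, flagged as cytotoxic or low count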;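 further: 0% = DMSO without peptide and 100% = 100 nM NTR1 peptide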
Target sequence (P30989 whole entry, looked up): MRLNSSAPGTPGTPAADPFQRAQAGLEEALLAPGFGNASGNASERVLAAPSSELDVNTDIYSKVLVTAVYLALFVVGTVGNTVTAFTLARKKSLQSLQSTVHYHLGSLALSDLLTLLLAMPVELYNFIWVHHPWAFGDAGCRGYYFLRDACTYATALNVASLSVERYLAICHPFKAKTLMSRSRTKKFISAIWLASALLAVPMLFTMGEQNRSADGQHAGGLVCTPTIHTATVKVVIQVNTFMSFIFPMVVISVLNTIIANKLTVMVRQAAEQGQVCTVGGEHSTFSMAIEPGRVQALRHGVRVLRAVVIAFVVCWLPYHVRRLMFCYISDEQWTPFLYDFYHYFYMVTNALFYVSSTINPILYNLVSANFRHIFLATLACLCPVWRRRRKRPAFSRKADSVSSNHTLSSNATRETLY
WT yeast gro inh – growth inhibition of WT strain, primary screen, mitochondrial fusion inhibitor project, WT and mutant strains, chemical genetic. hit rate 2.1% among 190,000. inhibition, % at 10 µM. mitochondrial fusion phenotypic screen; in the data active means inhibition above about 58%; tested in S. cerevisiae
UTI89 phage lysis – inhibition of K1F phage lysis, E. coli UTI89, bacterial capsule biogenesis inhibitors, alamar blue (AID 488966). E. coli UTI89 K1F phage lysis, alamar blue, 2 h; higher % means a stronger effect. inhibition, % at 100 µM; hits with a dose series show IC50 in µM. hit rate 0.02% among 340,000;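 active means phage lysis inhibition, versus mean bacterial control, above a set limit; inconclusive means no clear call, values can overlap the other calls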;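 further: capsule biogenesis inhibitors block K1F phage lysis so surviving cells raise fluorescence; higher fluorescence means more inhibition of phage lysis; actives were called in the ten point dose series up to 300 µM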
WT yeast gro inh mutant strain – also measured in WT yeast gro inh; calls as there; inhibition, %; mitochondrial fusion phenotypic screen, mutant strain inhibition
Autophagy HCS cell loss 18 h – second read-out of Autophagy HCS, no call of its own (marks repeat the call); toxicity, %; measured here: cell loss, nuclei count;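 cell loss after 18 h compound exposure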
NTR1 agonist cell count 20 µM – also measured in NTR1 agonist; calls as there; cell count; measured here: cell count, cytotoxicity flag
The depositor's hits bear a star; [ ] = dose if it differs, or a comment.

Results for Cc1nc2cc3c(cc2c(C)c1C(=O)OC(C)C)OCO3 ?
RSV antiviral HEp-2: 15.3%; AID2073: 17.5%; Autophagy HCS: inactive; GPR35 antagonists: -7.5%; NS5 inhibitors: -2.2%; LYP inhibition: 1.6%; NTR1 agonist: -0.6; WT yeast gro inh: -16.6; UTI89 phage lysis: 7.5%; WT yeast gro inh mutant strain: -6.8; Autophagy HCS cell loss 18 h: -6.8; NTR1 agonist cell count 20 µM: 56

What do the screens show for `O=C(CCN1C(=O)/C(=C/c2cccs2)SC1=S)NC1=NCCS1`?
RSV antiviral HEp-2: 1.1%; AID2073: 3.3%; Autophagy HCS: inactive; GPR35 antagonists: 15.1%; NS5 inhibitors: 10.9%; LYP inhibition: -13.5%; WT yeast gro inh: 72.4*; UTI89 phage lysis: 1.8%; WT yeast gro inh mutant strain: 17.0*; Autophagy HCS cell loss 18 h: -4.4

How did COC(=O)/C(=C\Nc1ccc(Oc2ccc(F)cc2F)nc1)NC(=O)c1ccccc1 do in these assays?
RSV antiviral HEp-2: 1.4%; AID2073: -5.1%; GPR35 antagonists: 1.4%; LYP inhibition: -2.6%; NTR1 agonist: -0.1; NTR1 agonist cell count 20 µM: 46

Results for CCCC(=O)C1=C(O)C(c2cccc(Oc3ccccc3)c2)CCC1=O (stereo not given) ?
RSV antiviral HEp-2: 21.7%; AID2073: 14.4%; Autophagy HCS: inactive; GPR35 antagonists: 5.8%; NS5 inhibitors: -3.6%; LYP inhibition: 4.3%; NTR1 agonist: -1.3; WT yeast gro inh: 66.5*; UTI89 phage lysis: 0.1%; WT yeast gro inh mutant strain: 57.9*; Autophagy HCS cell loss 18 h: 8.1; NTR1 agonist cell count 20 µM: 86

Results for O=C(CC(=O)Nc1ccccc1C(=O)O)NNC(=O)Cc1ccccc1 ?
RSV antiviral HEp-2: 0.1%; AID2073: 0.8%; GPR35 antagonists: 4.1%; NS5 inhibitors: 0.0%; LYP inhibition: -11.0%; NTR1 agonist: 0.2; UTI89 phage lysis: 0.2%[50 µM]; NTR1 agonist cell count 20 µM: 59

How did COc1ccc(/C=N/NC(=S)SC)cc1OC do in these assays?
RSV antiviral HEp-2: 2.1%; AID2073: -18.4%; Autophagy HCS: inactive; GPR35 antagonists: -1.1%; NS5 inhibitors: -10.0%; LYP inhibition: 0.7%; NTR1 agonist: 3.2; WT yeast gro inh: 60.8*; UTI89 phage lysis: 2.7%; WT yeast gro inh mutant strain: 19.0*; Autophagy HCS cell loss 18 h: 1.7; NTR1 agonist cell count 20 µM: 83

Results for Cc1cc(C)c(C#N)c(SC(C(=O)NC(C)(C)C)c2ccccc2)n1 (stereo not given) ?
AID2073: -9.6%; GPR35 antagonists: -8.6%; NS5 inhibitors: 5.4%; LYP inhibition: -4.8%; NTR1 agonist: 1.0; UTI89 phage lysis: 9.5%; NTR1 agonist cell count 20 µM: 51

What do the screens show for `CCOC(=O)c1cnn(-c2ccc(NS(=O)(=O)c3ccc(Cl)cc3)cc2)c1C(F)(F)F`?
RSV antiviral HEp-2: inconclusive; AID2073: 20.9%; GPR35 antagonists: 2.7%; NS5 inhibitors: 8.4%; LYP inhibition: 5.0%; NTR1 agonist: 1.5; UTI89 phage lysis: -1.9%; NTR1 agonist cell count 20 µM: 45

What do the screens show for `CC1CCCN(CCCNC(=O)CN2C(=O)COc3ccccc32)C1` (stereo not given)?
RSV antiviral HEp-2: 0.4%; AID2073: 4.0%; GPR35 antagonists: -0.5%; NS5 inhibitors: -2.7%; LYP inhibition: 0.3%; NTR1 agonist: 1.8; UTI89 phage lysis: 0.2%; NTR1 agonist cell count 20 µM: 65

Results for O=C(CNC(=O)c1ccc(Cl)cc1)OCC(=O)c1ccccc1 ?
RSV antiviral HEp-2: -0.2%; AID2073: -4.3%; GPR35 antagonists: -12.2%; NS5 inhibitors: -4.5%; LYP inhibition: -6.9%; NTR1 agonist: 0.2; UTI89 phage lysis: 0.1%; NTR1 agonist cell count 20 µM: 52

What do the screens show for `COc1ccc(NC(=O)c2ccccc2SC)cc1`?
RSV antiviral HEp-2: 0.1%; AID2073: -1.1%; Autophagy HCS: inactive; GPR35 antagonists: 23.2%; NS5 inhibitors: 2.8%; LYP inhibition: -7.3%; NTR1 agonist: -1.2; WT yeast gro inh: -4.5; UTI89 phage lysis: -0.1%; WT yeast gro inh mutant strain: 15.1; Autophagy HCS cell loss 18 h: -16.8; NTR1 agonist cell count 20 µM: 83

Results for Cc1cc(C)cc(NC(=O)c2ccc(S(=O)(=O)NCc3cccnc3)cc2)c1 ?
RSV antiviral HEp-2: 0.4%; AID2073: 3.8%; GPR35 antagonists: -0.7%; NS5 inhibitors: -4.2%; LYP inhibition: -2.0%; NTR1 agonist: -2.0; UTI89 phage lysis: 0.1%; NTR1 agonist cell count 20 µM: 46

Results for CC(C(=O)NC1CCCCCC1)n1cc([N+](=O)[O-])cn1 (stereo not given) ?
RSV antiviral HEp-2: 1.1%; AID2073: -4.7%; GPR35 antagonists: -0.4%; NS5 inhibitors: -8.0%; LYP inhibition: 2.5%; NTR1 agonist: -0.8; UTI89 phage lysis: 0.1%; NTR1 agonist cell count 20 µM: 42

Results for COc1ccc(NC(=O)c2cc(OC)c(OC)cc2OC)c(S(=O)(=O)N2CCOCC2)c1 ?
RSV antiviral HEp-2: -1.7%; AID2073: 6.7%; GPR35 antagonists: 23.6%; NS5 inhibitors: -1.1%; LYP inhibition: -5.8%; NTR1 agonist: 1.0; UTI89 phage lysis: -0.2%; NTR1 agonist cell count 20 µM: 45

Results for O=C(COc1ccc(Br)cc1)NNC(=O)c1ccc(-n2cncn2)c([N+](=O)[O-])c1 ?
RSV antiviral HEp-2: 1.6%; NS5 inhibitors: -1.6%; NTR1 agonist: 0.6; UTI89 phage lysis: 0.4%[50 µM]; NTR1 agonist cell count 20 µM: 63

How did Cc1ccc(S(=O)(=O)Nc2ccc(Oc3cccnc3)nc2)cc1 do in these assays?
RSV antiviral HEp-2: 1.7%; AID2073: -2.1%; GPR35 antagonists: -8.2%; NS5 inhibitors: 0.0%; LYP inhibition: -7.8%; NTR1 agonist: 0.4; UTI89 phage lysis: inconclusive; NTR1 agonist cell count 20 µM: 56

What do the screens show for `COc1cc2c(cc1OC)CN(CC(=O)NC(=O)NCc1ccco1)CC2`?
RSV antiviral HEp-2: 2.5%; AID2073: 17.2%; Autophagy HCS: inactive; GPR35 antagonists: -10.8%; NS5 inhibitors: -4.1%; LYP inhibition: 3.5%; NTR1 agonist: 0.3; WT yeast gro inh: -4.3; UTI89 phage lysis: 1.8%; WT yeast gro inh mutant strain: 1.6; Autophagy HCS cell loss 18 h: 7.2; NTR1 agonist cell count 20 µM: 62

Results for COc1cc(NC(=O)c2ccccc2-n2cnnn2)cc(OC)c1 ?
RSV antiviral HEp-2: -0.8%; NS5 inhibitors: -10.9%; NTR1 agonist: 1.0; UTI89 phage lysis: 0.4%[50 µM]; NTR1 agonist cell count 20 µM: 51

What do the screens show for `O=C(CCn1c(=S)[nH]c2cc3c(cc2c1=O)OCO3)NCc1ccc(Cl)cc1`?
RSV antiviral HEp-2: 2.2%; AID2073: 6.4%; GPR35 antagonists: 20.7%; NS5 inhibitors: -8.8%; LYP inhibition: -10.1%; NTR1 agonist: 0.6; UTI89 phage lysis: -0.2%; NTR1 agonist cell count 20 µM: 68

How did O=C(NCc1ccccn1)c1c(O)c2cccc3c2n(c1=O)CC3 do in these assays?
RSV antiviral HEp-2: 1.2%; AID2073: 32.2%; Autophagy HCS: inactive; GPR35 antagonists: -5.0%; NS5 inhibitors: -4.8%; LYP inhibition: -7.1%; NTR1 agonist: 1.3; WT yeast gro inh: 1.3; UTI89 phage lysis: -0.7%; WT yeast gro inh mutant strain: -1.5; Autophagy HCS cell loss 18 h: -0.9; NTR1 agonist cell count 20 µM: 36

Results for CC(=O)Nc1cccc(-c2csc(Nc3ccc(C)cn3)n2)c1 ?
RSV antiviral HEp-2: 42.1%; AID2073: 2.9%; Autophagy HCS: inactive; GPR35 antagonists: 2.3%; NS5 inhibitors: -0.7%; LYP inhibition: 0.4%; NTR1 agonist: 8.7; WT yeast gro inh: 26.9; UTI89 phage lysis: -0.2%; WT yeast gro inh mutant strain: 4.4; Autophagy HCS cell loss 18 h: -5.3; NTR1 agonist cell count 20 µM: 52

What do the screens show for `O=C(C1=C[C@H](c2ccccc2)C[C@H](OCCCCO)O1)N1CCOCC1`?
RSV antiviral HEp-2: 0.3%; AID2073: 6.2%; Autophagy HCS: inactive; GPR35 antagonists: 3.3%; NS5 inhibitors: 0.0%; LYP inhibition: -9.0%; NTR1 agonist: 0.2; WT yeast gro inh: -8.4; UTI89 phage lysis: 0.2%; WT yeast gro inh mutant strain: -6.3; Autophagy HCS cell loss 18 h: -10.5; NTR1 agonist cell count 20 µM: 64

Results for Cc1ccc(SCC(=O)N(C)C2CCS(=O)(=O)C2)cc1 (stereo not given) ?
RSV antiviral HEp-2: 0.4%; AID2073: -1.8%; Autophagy HCS: inactive; GPR35 antagonists: -7.6%; NS5 inhibitors: -6.2%; LYP inhibition: -8.8%; NTR1 agonist: -0.4; WT yeast gro inh: 0.0; UTI89 phage lysis: -0.2%; WT yeast gro inh mutant strain: 1.8; Autophagy HCS cell loss 18 h: -0.7; NTR1 agonist cell count 20 µM: 101

How did O=C(CS(=O)CC(=O)N(c1ccccc1)C(C(=O)NC1CCCCC1)c1ccco1)Nc1ccc(F)cc1 (stereo not given) do in these assays?
RSV antiviral HEp-2: 1.6%; AID2073: -3.9%; Autophagy HCS: inactive; GPR35 antagonists: -9.6%; NS5 inhibitors: -3.0%; LYP inhibition: -10.0%; NTR1 agonist: 0.3; WT yeast gro inh: 1.5; UTI89 phage lysis: 4.2%; WT yeast gro inh mutant strain: -4.5; Autophagy HCS cell loss 18 h: 4.4; NTR1 agonist cell count 20 µM: 64

What do the screens show for `N#Cc1cccc(NC(=O)Cn2cnc(S(=O)(=O)N3CCc4ccccc43)c2)c1`?
RSV antiviral HEp-2: 9.8%; AID2073: 9.5%; GPR35 antagonists: 10.7%; NS5 inhibitors: -0.9%; LYP inhibition: -5.1%; NTR1 agonist: 0.7; UTI89 phage lysis: -0.2%; NTR1 agonist cell count 20 µM: 74
